H69AR inhibit: blocks growth of human H69AR lung tumor cells | hit rate 6% among 85,000 | AID 598 | H69AR lung tumor viability, ATP luminescence, 72 h; stronger effect = lower value | viability, % at 10 µM;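 active means viability at or below 40%; inactive means viability above 40%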;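 further: multidrug resistant small cell line overexpressing MRP-1 efflux transporter; 100% = mean luminescence of untreated control wells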
Lung fibro prol: blocks proliferation of human lung fibroblasts. hit rate 1.1% among 85,000. LL 47 human lung fibroblast viability, ATP luminescence; stronger effect = lower value. viability, % at 10 µM;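 active means viability at or below 50% in the single dose screen; inactive means viability above 50%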;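 further: compound exposure lasted 72 h before the ATP readout; 100% = median luminescence of untreated cell-only wells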
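Test system: LL 47 human lung fibroblasts / Quantity: 1,150 cells in each well / Medium: IMEM growth medium with 15% fetal bovine serum / Incubation: 72 h compound exposure at 37 °C after overnight plating / Detection: CellTiter-Glo luminescence measuring cellular ATP / Read-out: % viability versus median cells-only luminescence / Benchmarks: cell-only wells, no compound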
PostGolgi yeast: growth inhibition of a yeast mutant, post-Golgi transport screen; inhibition, % at 10 µM; hit rate 0.9% among 98,000; post-Golgi transport phenotypic cell assay;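 further: yeast cells grown in 1536-well plates; yeast grown about 18 h at 30C before absorbance read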
hDAT+cocaine: changed human dopamine transporter uptake under cocaine IC80; Q01959; LLC-PK1 hDAT cells, [14C]-dopamine uptake with cocaine IC80; actives deviate in either direction; B-score at 10 µM; hit rate 1.3% among 110,000; AID 449768;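 active means Z score or B-score, a plate-position-corrected score, falls beyond the plate's 99.7% confidence bounds, in either direction; inactive means both scores lie inside the 99.7% bounds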;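 further: scored against the spread of the other compound wells on the same plate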
Target sequence (Q01959 whole entry, looked up): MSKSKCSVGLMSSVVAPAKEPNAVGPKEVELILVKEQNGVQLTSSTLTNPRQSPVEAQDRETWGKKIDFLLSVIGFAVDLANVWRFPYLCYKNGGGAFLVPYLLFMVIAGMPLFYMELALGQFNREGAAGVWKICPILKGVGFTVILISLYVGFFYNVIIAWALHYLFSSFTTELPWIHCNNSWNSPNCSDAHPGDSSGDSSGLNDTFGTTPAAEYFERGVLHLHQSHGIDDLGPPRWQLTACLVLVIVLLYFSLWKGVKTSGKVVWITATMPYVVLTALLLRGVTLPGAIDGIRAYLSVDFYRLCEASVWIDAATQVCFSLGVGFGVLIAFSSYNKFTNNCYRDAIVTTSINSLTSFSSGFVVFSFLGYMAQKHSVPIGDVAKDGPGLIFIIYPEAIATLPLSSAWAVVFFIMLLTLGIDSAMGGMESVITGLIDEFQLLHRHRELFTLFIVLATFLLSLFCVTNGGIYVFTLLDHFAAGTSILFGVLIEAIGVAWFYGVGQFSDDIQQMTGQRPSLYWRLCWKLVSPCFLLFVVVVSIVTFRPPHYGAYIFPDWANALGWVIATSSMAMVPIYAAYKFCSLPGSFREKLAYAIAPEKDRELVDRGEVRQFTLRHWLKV
HUVEC prolif 384: blocks proliferation of human endothelial cells. hit rate 1.1% among 86,000. HUVEC proliferation, CellTiter-Glo luminescence, 72 h; stronger effect = lower value. viability, % at 10 µM (by protocol);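 active means viability at or below 30%; inactive means viability above 30%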;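 further: 100% = median luminescence of DMSO-only cell control wells on each plate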
PostGolgi ctrl: inhibits growth of the yeast control strain | inhibition, % at 10 µM | AID 738 | hit rate 5% among 98,000 | efflux-deficient yeast background strain, growth absorbance A615, 16 h
Ecoli WT expand: blocks growth of wild type E. coli BW25113; OD600 absorbance; AID 710; growth inhibition, % at 100 µM; hit rate 0.15% among 98,000;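 active means growth inhibition above about 50% at one test dose, limit read from the data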;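 further: growth measured after 20 h incubation at 37 °C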
An asterisk follows results filed as active; nt = no result given. Unless noted, no stated cut-off is given here; in the data, active means inhibition above about 30%; inactive means the rest. Some of the compounds tested. The share of hits here may be higher or lower than overall.

SMILES	H69AR inhibit	Lung fibro prol	PostGolgi yeast	hDAT+cocaine	HUVEC prolif 384	PostGolgi ctrl	Ecoli WT expand
S=c1[nH]nc(-c2ccco2)n1C1CCCCC1	87	96	nt	nt	92	nt	nt
CCCc1cc(-n2ccnc2C)n2c(nc3ccccc32)c1C#N	84	89	nt	nt	86	nt	nt
CCC(Sc1nc2cc(OC)c(OC)cc2c2nc(C)nn12)C(=O)NCc1ccco1 (configuration not stated)	97	93	nt	nt	87	nt	nt
COC(=O)c1cc(Nc2cc(C)nc3ncnn23)cc(C(=O)OC)c1	83	96	nt	nt	95	nt	nt
CC(=O)Nc1cccc2c1[n+]([O-])c(C)c(C)[n+]2[O-]	99	101	nt	nt	96	nt	nt
Cc1ccc(C(=O)C2=C(O)C(=O)N(c3ncccn3)C2c2cccc(Cl)c2)o1 (configuration not stated)	103	98	nt	nt	95	nt	nt
Cn1c(=O)c2c(nc(SCc3ccccn3)n2C)n(C)c1=O	107	102	nt	nt	94	nt	nt
COc1ccc(C(=O)Cn2c(N3CCOCC3)nc3c2c(=O)n(C)c(=O)n3C)cc1	90	101	nt	nt	95	nt	nt
Cc1cccn2c(=O)c3cc(C(=O)NCc4ccccn4)n(C)c3nc12	88	107	nt	nt	112	nt	nt
COc1cc(C2C(C(=O)c3ccc(C)o3)=C(O)C(=O)N2c2cc(C)on2)cc(OC)c1OC (configuration not stated)	93	103	nt	nt	117	nt	nt
Clc1cccc(-c2nn3c(COc4ccccc4)nnc3s2)c1	85	100	nt	nt	96	nt	nt
CCOc1ccc(Br)cc1C1NC(=O)c2c(sc3c2CCN(C)C3)N1 (configuration not stated)	39*	88	nt	nt	78	nt	nt
COC(=O)c1cc2c(=O)n3cccc(C)c3nc2n(Cc2cccnc2)c1=N	72	79	nt	nt	79	nt	nt
O=C(C1CCCN(S(=O)(=O)c2cccc3nonc23)C1)N1CCN(c2ccccc2Cl)CC1 (configuration not stated)	87	99	nt	nt	66	nt	nt
COC(=O)CSc1nnc2c(C)cc3cc4c(cc3n12)OCCO4	96	98	nt	nt	96	nt	nt
Cc1nc(N2CCN(S(=O)(=O)c3ccc(F)cc3)CC2)c2c(C)c(C)sc2n1	87	104	nt	nt	97	nt	nt
CCCN(CCC)C(=O)CSc1ncccc1C(=O)O	89	103	nt	nt	95	nt	nt
N=c1c(C(=O)NCc2ccc(F)cc2)cc2c(=O)n3ccccc3nc2n1Cc1ccco1	nt	nt	3	nt	nt	-3	-6
O=C(/C(=N\O)n1cncn1)c1ccc(Br)cc1Br	nt	nt	4	nt	nt	-3	4
CCOC(=O)N1CCC(NC(=O)C(NS(=O)(=O)c2ccc3c(c2)CCN3C(C)=O)C(C)C)CC1 (configuration not stated)	nt	nt	0	nt	nt	-3	2
Cc1ccccc1-n1c(Cn2c(=O)sc3ccccc32)nnc1SCC(=O)N1CCCC1	nt	nt	-5	nt	nt	5	5
O=C(COC(=O)c1cc(-c2ccco2)nc2ccccc12)NCc1ccc2c(c1)OCO2	nt	nt	2	nt	nt	18	-19
O=C(O)CCc1ccc(NCc2cccc(Oc3ccccc3)c2)cc1	nt	nt	nt	0.084	nt	nt	nt
C=CCNC(=O)c1onc(CSc2ccccn2)c1C(=O)NCC=C	nt	nt	nt	-0.28	nt	nt	nt
O=c1cc(-c2ccccc2)[nH]c2cc(Cl)ccc12	nt	nt	nt	-0.29	nt	nt	nt
O=C(NCCF)[C@H]1C[C@@H]1[C@H](NP(=O)(c1ccccc1)c1ccccc1)c1ccccc1	nt	nt	nt	0.35	nt	nt	nt
CC1(C(=O)NCc2cc(F)cc(C(F)(F)F)c2)C=CC2(CCCCC2)N1C(=O)c1ccccc1 (configuration not stated)	nt	nt	nt	-0.77	nt	nt	nt
Cc1cc(C)c2nc(NNC(=O)c3ccc(S(=O)(=O)N4CC(C)CC(C)C4)cc3)sc2c1 (configuration not stated)	nt	nt	nt	0.41	nt	nt	nt
CCN1CCN(Cc2ccc(NC(=O)c3cc(NC(=O)C(=O)c4c[nH]c5ccccc45)cc(OC)c3)cc2C(F)(F)F)CC1	nt	nt	nt	0.016	nt	nt	nt
Cn1c(N)c(C(=O)CCl)c(=O)n(Cc2ccccc2)c1=O	nt	nt	nt	0.2	nt	nt	nt
CC1(OC(=O)CCc2ccccc2)C(=O)C=C2C=C(c3ccc(C#N)cc3)N(CCc3c[nH]c4ccccc34)C=C2C1=O (configuration not stated)	nt	nt	nt	-0.51	nt	nt	nt
O=C(NCCc1cccs1)C1CC(c2ccccc2F)=NO1 (configuration not stated)	nt	nt	nt	1.8	nt	nt	nt
O=C(/C=C/c1cccs1)N1CCC2(CC1)Oc1ccc(Cl)cc1C(=O)C21CC(c2ccc(Cl)cc2)=NO1 (configuration not stated)	nt	nt	nt	-0.36	nt	nt	nt
O=C(NCc1nc2ccccc2[nH]1)C1=C[C@H](C2CC2)C[C@H](OCc2ccc(CO)cc2)O1	nt	nt	nt	-0.021	nt	nt	nt
CCOC(=O)CCCCCNC(=O)c1ccc(F)cc1F	nt	nt	nt	-0.036	nt	nt	nt
COC(=O)C1=C(C(=O)OC)[C@@H]2N(Cc3ccccc3)c3ccccc3[C@@]23C[C@@H](C(=O)OC)N(C(=O)c2cc(C)oc2C)C3=N1	nt	nt	nt	0.55	nt	nt	nt
CN(C(=O)OC(C)(C)C)c1ccc(-c2nc3ccccc3s2)cc1	nt	nt	nt	-0.22	nt	nt	nt
O=C(O)[C@H](Cc1ccccc1)NC(=O)C(c1ccccc1)(c1ccccc1)c1ccccc1	nt	nt	nt	0.085	nt	nt	nt
OCCOCCn1c(C(CO)Nc2nc(-c3ccc(Cl)cc3)cs2)nc2ccccc21 (configuration not stated)	nt	nt	nt	2.9	nt	nt	nt
COC(=O)[C@@H]1C[C@H]2CC[C@H](O)C[C@H]2N1Cc1ccccc1OC(=O)c1cccs1	nt	nt	nt	-0.23	nt	nt	nt
Cn1c(N)c(C(=O)COC(=O)c2cc(C(F)(F)F)nc3ccccc23)c(=O)n(Cc2ccccc2)c1=O	nt	nt	nt	-0.0016	nt	nt	nt
COC(=O)CCCC1=CC2=CC(=O)C(C)(OC(=O)c3ccc(Cl)nc3)C(=O)C2=CO1 (configuration not stated)	nt	nt	nt	-1.2	nt	nt	nt
O=C(c1ccoc1)N1CCC2(CC1)Oc1ccc(F)cc1C(=O)C21CC(c2cccnc2)=NO1 (configuration not stated)	nt	nt	nt	0.74	nt	nt	nt
COC(=O)C(NS(=O)(=O)c1ccccc1Br)C(C)C (configuration not stated)	nt	nt	nt	0.031	nt	nt	nt
CCCCC1=CC2=CC(=O)C(C)(OC(=O)c3ccc(Cl)nc3)C(=O)C2=CO1 (configuration not stated)	nt	nt	nt	0.042	nt	nt	nt

Next part, starting with the last four of the part before.
SMILES	H69AR inhibit	Lung fibro prol	PostGolgi yeast	hDAT+cocaine	HUVEC prolif 384	PostGolgi ctrl	Ecoli WT expand
COC(=O)CCCC1=CC2=CC(=O)C(C)(OC(=O)c3ccc(Cl)nc3)C(=O)C2=CO1 (configuration not stated)	nt	nt	nt	-1.2	nt	nt	nt
O=C(c1ccoc1)N1CCC2(CC1)Oc1ccc(F)cc1C(=O)C21CC(c2cccnc2)=NO1 (configuration not stated)	nt	nt	nt	0.74	nt	nt	nt
COC(=O)C(NS(=O)(=O)c1ccccc1Br)C(C)C (configuration not stated)	nt	nt	nt	0.031	nt	nt	nt
CCCCC1=CC2=CC(=O)C(C)(OC(=O)c3ccc(Cl)nc3)C(=O)C2=CO1 (configuration not stated)	nt	nt	nt	0.042	nt	nt	nt
CCOC(=O)C1Nc2ccc(C(F)(F)F)cc2C2c3ccccc3CC12 (configuration not stated)	nt	nt	nt	-0.17	nt	nt	nt
CC(C)(OC1OC(CO)C(O)C(O)C1O)[C@H]1Oc2ccc3ccc(=O)oc3c2[C@H]1O (some centres not stated)	nt	nt	nt	-0.24	nt	nt	nt
O=c1cc(-c2ccc(O)c(O)c2)oc2cc(O)c(C3OC(CO)C(O)C(O)C3O)c(O)c12 (configuration not stated)	nt	nt	nt	0.82	nt	nt	nt
CN1C(=O)c2ccccc2NC(=O)[C@]12O[C@@H]2c1cccc(O)c1	nt	nt	nt	-0.52	nt	nt	nt
OC1O[C@H](c2ccc3c(c2)OCO3)[C@H]2CO[C@H](c3ccc4c(c3)OCO4)[C@@H]12 (some centres not stated)	nt	nt	nt	0.16	nt	nt	nt
NC(=O)CC[C@@H]1NC(=O)[C@H](CO)NC(=O)c2cc([N+](=O)[O-])cc(I)c2NCC[C@@H](C(N)=O)NC1=O	nt	nt	nt	-0.85	nt	nt	nt
C=CCN1C=C2C(=O)C(C)(OC(=O)c3ccc(OC)cc3)C(=O)C(c3ccco3)=C2C=C1CCCC (configuration not stated)	nt	nt	nt	-0.84	nt	nt	nt
CC1(C)C(=O)CC[C@]2(C)C3C(=O)C=C4[C@H]5C[C@@](C)(C(=O)O)CC[C@]5(C)CC[C@]4(C)[C@]3(C)CC[C@@H]12 (some centres not stated)	nt	nt	nt	-0.42	nt	nt	nt
C[C@@H]1C(=O)O[C@@H]2[C@H](O)C34[C@H]5C[C@@H](C(C)(C)C)C36[C@H](OC(=O)[C@@H]6O)OC4(C(=O)O5)[C@@]12O (some centres not stated)	nt	nt	nt	-1	nt	nt	nt
COCCNC(=O)c1onc(CSc2ccc(F)c(F)c2)c1C(=O)NCCOC	nt	nt	nt	0.78	nt	nt	nt
O=c1cc(-c2ccccc2Cl)oc2ccc([N+](=O)[O-])c(O)c12	nt	nt	nt	0.21	nt	nt	nt
CCCCNC(=O)c1c(CSc2ccc(Cl)cc2)noc1C(=O)NCc1ccccc1	nt	nt	nt	-0.97	nt	nt	nt
COC(=O)[C@@H]1C[C@@]2(O)[C@@H](O)[C@@H](O)[C@@H](O)C[C@H]2N1CC1CCCCC1	nt	nt	nt	-0.5	nt	nt	nt
Cc1c(Cc2ccc3c(c2)OCO3)sc(NC(=O)c2ccc3ccccc3c2)c1C(N)=O	nt	nt	nt	-0.0084	nt	nt	nt
COC/C=C/C1=CC2=CC(=O)C(C)(OC(=O)c3cnc4ccccc4n3)C(=O)C2=CN1CCCOC(C)C (configuration not stated)	nt	nt	nt	-1.9	nt	nt	nt
COC(=O)[C@H](C)[C@@H]1C[C@@]1(C)[C@@H](NC(=O)OCc1ccccc1)c1ccccc1	nt	nt	nt	1.9	nt	nt	nt
C[C@H]1C[C@H]2[C@@H]3CCC4=CC(=O)C=C[C@]4(C)[C@@]3(F)[C@@H](O)C[C@]2(C)[C@@]1(O)C(=O)CO	nt	nt	nt	-0.45	nt	nt	nt
Cc1ccc(Cn2c(C3CCCN3c3nc(-c4ccc(F)cc4)cs3)nc3cc(C(=O)NCCCO)ccc32)cc1 (configuration not stated)	nt	nt	nt	0.18	nt	nt	nt
COc1ccc(CCNC(=O)C2CC(c3ccccc3F)=NO2)cc1 (configuration not stated)	nt	nt	nt	0.8	nt	nt	nt
CCC(C(=O)NC1CCCCC1)n1c(SCc2cccc(F)c2)nc2ccncc21 (configuration not stated)	nt	nt	nt	2.8*	nt	nt	nt
Cc1ccc(-c2nc(Nc3cccc(C)c3)sc2CC(=O)O)cc1	nt	nt	nt	0.0056	nt	nt	nt
O=C(C1=C[C@H](c2csc3ccccc23)C[C@H](OCc2ccc(CO)cc2)O1)N1CCN(Cc2ccccc2)CC1	nt	nt	nt	2.6	nt	nt	nt
CNC(C)C#Cc1ccc2oc3cc(C)c(C)cc3c(=O)c2c1 (configuration not stated)	nt	nt	nt	0.42	nt	nt	nt
Cc1ccc(C(=O)N2CCC3(CC2)Oc2ccc(F)cc2C(=O)C32CC(c3ccc(Cl)cc3)=NO2)s1 (configuration not stated)	nt	nt	nt	0.84	nt	nt	nt
COc1ccc(SCCN2CCN(C)CCC2=O)cc1	nt	nt	nt	-0.05	nt	nt	nt
O=C(Cc1cccc2ccccc12)Nc1nnc(-c2cccc([N+](=O)[O-])c2)s1	nt	nt	nt	1.6	nt	nt	nt
C[C@@H]1C[C@@H]2OC(=O)[C@]3(C)[C@H]2[C@@H](OC3(C)O)[C@]2(C)C(=O)CC[C@H]12 (some centres not stated)	nt	nt	nt	0.0044	nt	nt	nt
